# Assay outcomes: PubChem, National Center for Advancing Translational Sciences (NCATS)
# PGK inhibitor = qHTS Assay to Find Inhibitors of Phosphoglycerate Kinase; 0.043% of 380,000 active; AID 602233, 2012; Potency, µM (titrated, usually from 57.5 µM), for inactives: at the top dose activity change, negative = inhibition, hits mostly inhibitors; Phosphoglycerate kinase, glycosomal (Trypanosoma brucei brucei), P07378; PGK/GAPDH coupled, Kinase-Glo luminescence, 60 min; also: nearly all actives have a fitted effect of over 60% in size
#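 Luminescent ATP detection (Kinase-Glo Plus) follows a 60-minute room-temperature incubation, with wells lacking PGK as controls. Buffer: 100 mM TEA (pH 7.6), 5 mM MgCl2, 0.01% Tween-20. Coupling enzyme GAPDH (100 nM final) supplies unstable 1,3-BPG in-well.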
# GLS inhibitor = qHTS for Inhibitors of Glutaminase (GLS); Glutaminase kidney isoform, mitochondrial (Homo sapiens), O94925; GLS enzymatic activity, qHTS titration; Potency, µM (highest dose often 45.5 µM), for the others: top-dose activity change, negative = inhibition, actives largely listed as inhibitors; 0.21% of 410,000 active; AID 624170, 2012
# Target sequence (O94925 whole entry, looked up, canonical isoform): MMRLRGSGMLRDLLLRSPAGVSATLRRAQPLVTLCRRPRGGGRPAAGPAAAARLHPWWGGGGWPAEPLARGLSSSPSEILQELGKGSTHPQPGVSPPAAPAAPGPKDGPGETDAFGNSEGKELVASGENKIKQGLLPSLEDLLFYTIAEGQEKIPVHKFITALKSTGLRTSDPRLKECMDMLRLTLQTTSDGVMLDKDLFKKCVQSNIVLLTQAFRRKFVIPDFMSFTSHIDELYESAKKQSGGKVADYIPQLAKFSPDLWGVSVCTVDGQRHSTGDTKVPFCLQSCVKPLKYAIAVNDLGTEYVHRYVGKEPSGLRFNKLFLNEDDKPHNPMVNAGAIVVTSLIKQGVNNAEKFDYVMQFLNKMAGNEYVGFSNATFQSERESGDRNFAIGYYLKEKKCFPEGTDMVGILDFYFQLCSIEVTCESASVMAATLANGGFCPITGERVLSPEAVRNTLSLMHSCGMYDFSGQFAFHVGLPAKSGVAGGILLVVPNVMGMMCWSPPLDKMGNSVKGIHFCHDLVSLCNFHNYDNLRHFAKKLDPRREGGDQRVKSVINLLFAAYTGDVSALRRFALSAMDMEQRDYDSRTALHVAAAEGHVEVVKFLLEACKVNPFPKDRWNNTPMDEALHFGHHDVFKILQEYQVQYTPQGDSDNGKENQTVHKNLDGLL
#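 Human kidney-isoform GLS in 45 mM KH2PO4 pH 8.2, 0.02% Tween-20, with compound, started with 1mM L-Glutamine (added stock). Glutamate oxidase/HRP/Amplex red coupled fluorescence read at start and after 30 min at RT.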
# Numbers without * were called inactive; i = inactive. Calls follow the shape of the dose curve; as a rule, active = well fitted curve in the direction sought with a large enough effect; inconclusive = small, poorly fitted or top-dose-only effect, or another doubt; inactive = no such curve, though single readings can be large; an effect the other way counts as inactive or inconclusive. % is scaled to controls: 0 for no effect and ±100 for the full control effect; potency is read from the fitted curve at half-maximal effect.
SMILES,PGK inhibitor,GLS inhibitor
CCc1ccc(N2CC(C(=O)N3CCN(c4ccc([N+](=O)[O-])cc4)CC3)CC2=O)cc1 (configuration not stated),0%,8%
CN(C)S(=O)(=O)c1cccc(NC(=O)CNc2cccc(S(=O)(=O)N3CCCCC3)c2)c1,1%,14%
O=C1NC(Cc2ccc(O)cc2)c2nc3ccccc3c(=O)n2-c2ncccc21 (configuration not stated),-9%,4%
C[C@H]1CNC(=O)c2c(C(=O)Nc3ccc(CNC(=O)OC(C)(C)C)cc3)ncn21,7%,-2%
COc1cc(C(=O)OCCCN2CCOCC2)cc(OC)c1OC,3%,0%
CCCNC(=O)N(C)C[C@@H]1Oc2ncc(Br)cc2C(=O)N([C@H](C)CO)C[C@@H]1C,-3%,2%
COc1ccc(C)cc1NC(=O)COC(=O)c1c(-c2ccccc2)noc1C,-2%,3%
Cc1ccc(NC(=O)c2nc[nH]c2C(=O)N(C)CCO)cc1,i,-2%
O=C(COC(=O)/C=C/c1cccc(F)c1)NC1CCCCC1,-7%,1%
Cc1ccc(OC(=O)N(C)C[C@H]2OCc3cn(nn3)CCCC(=O)N([C@H](C)CO)C[C@@H]2C)cc1,-8%,-1%
CCCNC(=O)CSc1ccc(S(=O)(=O)N(C)C2CCCCC2)cn1,-1%,-7%
O=C(Nc1ccn(CCCN2CCC(N3CCOCC3)CC2)c(=O)n1)OCc1ccccc1,-2%,0%
Cc1ccc(S(=O)(=O)N2C[C@H]3n4c(=O)ccc(=O)n4C[C@H](OC(=O)NCc4ccccc4)[C@@]3(O)C2)cc1,-9%,1%
O=C(NCc1ccc(F)cc1)c1cccc2c1C(=O)c1ccc(N3CCC(N4CCCCC4)CC3)cc1S2(=O)=O,10%,-1%
CC(Oc1ccc(Br)cc1)C(=O)N(Cc1ccccc1)c1c(N)n(Cc2ccccc2)c(=O)[nH]c1=O (configuration not stated),-6%,-2%
COc1ccc(NC(=O)N(C)C[C@@H]2OCc3cnnn3CCCC(=O)N([C@H](C)CO)C[C@@H]2C)c(OC)c1,-1%,17%
CNC(=O)c1ccc2cc(OC)c(OC)cc2c1,1%,-1%
C[C@H](CO)N1C[C@H](C)[C@H](CN(C)C(=O)OCc2ccccc2)OCc2cnnn2CCCC1=O,-9%,1%
CC(C)(C)c1ccc(C(=O)O/N=C(\N)Cc2cccs2)cc1,-5%,0%
COc1ccccc1S(=O)(=O)N(C)C[C@H]1OCc2cnnn2CCCC(=O)N([C@@H](C)CO)C[C@@H]1C,-3%,1%
CCc1cc(C(=O)N(CC)CC(=O)Nc2c(F)cccc2F)sc1C,-2%,-1%
COc1ccc(-c2c(C)nn3c(C(F)(F)F)cc(C)nc23)cc1,-6%,-4%
CC1=C(C#N)C(C)(C)C(C#N)=C(C)N1,i,-1%
Cc1ccc2c(c1)CCO[C@]21O[C@H](CCO)C[C@H](O)[C@H]1O,-9%,-9%
CCN1CCN(C(=O)c2cc(COc3ccc(F)c(F)c3)on2)[C@@H](C)C1=O,i,-5%
CCCCOc1ccc(C(=O)NCC(=O)OCCCOC(=O)CNC(=O)c2ccc(OCCCC)cc2)cc1,7%,-1%
CC(C)N(Cc1nnc(-c2ccccc2Cl)o1)C(=O)COc1cccc(Cl)c1,i,-3%
COc1ccc(S(=O)(=O)NCc2ccccn2)cc1C,-8%,-2%
CCOc1ccccc1CNC(=O)C1CCN(S(=O)(=O)N2CCC(C)CC2)CC1,i,-2%
COc1ccc(S(=O)(=O)N2CCN(Cc3ccccc3OC)CC2)cc1,i,0%
C=CCn1nc(C(=O)OCC)cc1-c1sc(NC(=O)c2ccccc2)nc1C,-2%,-3%
COc1cccc(C2=CC(=O)CC(C)(C)C2=O)c1,-5%,2%
CC1(C)CC(Cc2ccc(C(=O)c3ccccc3)cc2)N(C(=O)OC(C)(C)C)N1 (configuration not stated),-4%,9%
CCC(=O)N(C)C[C@H]1Oc2ncc(C#Cc3ccncc3)cc2C(=O)N([C@@H](C)CO)C[C@@H]1C,0%,3%
CCc1ccc(-c2n[nH]nc2C2=CC(=O)C[C@H](c3ccc(F)cc3)C2)cc1,-4%,3%
O=C(CC(=O)c1ccccc1)Nc1cccc([N+](=O)[O-])c1,-5%,-2%
O[C@H]1CN(CC2CCCCC2)[C@@H](c2ccc(Cl)cc2)C[C@@H]1n1cc(C2CC2)nn1,-3%,1%
CCC/C=C/c1ccc(CN2C(C)C(=O)N(Cc3cn(CCC4OCCCO4)nn3)CCS2(=O)=O)cc1 (configuration not stated),-4%,-7%
O=C1C(=Cc2cccc(O)c2O)SC(=S)N1CCCN1CCOCC1,-10%,-11%
Cc1cn([C@H]2C[C@H](O)[C@@H](CNCc3ccc(-c4cc(Cl)ccc4C(F)(F)F)o3)O2)c(=O)[nH]c1=O,-10%,-2%

# Filtered by structure: the entries above containing a thiophene ring, fused or not
SMILES,PGK inhibitor,GLS inhibitor
CC(C)(C)c1ccc(C(=O)O/N=C(\N)Cc2cccs2)cc1,-5%,0%
CCc1cc(C(=O)N(CC)CC(=O)Nc2c(F)cccc2F)sc1C,-2%,-1%

# (cont.)
SMILES,PGK inhibitor,GLS inhibitor
Cc1ccc(-n2ncc3c(=O)n(-c4cccc(C)c4)c(=O)[nH]c32)cc1,-1%,1%
COc1ccc(C#Cc2ccc3c(c2)O[C@@H](CN(C)C(=O)Nc2cccc(OC)c2)[C@H](C)CN([C@@H](C)CO)S3(=O)=O)cc1,-8%,-2%
C[C@H](CO)N1C[C@H](C)[C@@H](CN(C)C(=O)Nc2ccccc2F)OCc2cnnn2CCCC1=O,-13%,2%
C=Cc1cnc([N+](=O)[O-])n1C,2%,-1%
COc1cc(N(C(C)=O)c2ccc(O)cc2)c2ncccc2c1,-1%,-4%
Cc1ccc(OCC(=O)Nc2ccc3c(c2)nc(CCN2CCN(c4ccccn4)CC2)n3C)cc1,-9%,-5%
Cc1cc(C)c(OCC(=O)OCC(=O)NCc2ccco2)c(C)c1,i,-7%
C#CCN(C[C@H]1[C@H](OC(=O)NC2CCCC2)[C@H](OC(=O)NC2CCCC2)C[C@@H](C(=O)OC)[C@H]1C(=O)OC)S(=O)(=O)c1ccc(C)cc1,-9%,-4%
COc1ccc(S(=O)(=O)N(C)C)cc1NC(=O)COc1ccc2c(c1)CCC2,-5%,-5%
C[C@@H]1CN([C@@H](C)CO)C(=O)CCCn2cc(nn2)CO[C@H]1CN(C)S(=O)(=O)c1ccc(Cl)cc1,5%,-1%
COc1ccc([C@H]2C[C@@H](O)[C@H](n3cc(-c4ccc(F)cc4)nn3)CN2CC2CCCCC2)cc1,4%,9%
COc1cc(/C=C/C(=O)OCC(=O)N2CCCCCC2)cc(OC)c1OC,i,-12%
Cc1ccc(S(=O)(=O)N2Cc3ccccc3CC2C(N)=O)cc1 (configuration not stated),-11%,0%
Cc1sc2ncnc(N3CCC(C(=O)N(C)CC(=O)Nc4cccc(F)c4)CC3)c2c1C,-6%,5%
Cc1ccccc1CNC(=O)C(C)Sc1ccccc1 (configuration not stated),-3%,3%
Cc1noc(C)c1C(=O)OCC(=O)NC(=O)c1ccc(C(C)(C)C)cc1,i,1%
CN(CCO)C(=O)c1nc[nH]c1C(=O)N1CCN(C(=O)OC(C)(C)C)CC1,-11%,-9%
Cc1ccccc1N1Cc2ccccc2C1=O,-1%,-3%
CC(C)CC1NC(=O)c2cc3ccccc3cc2-n2c1nc1ccc(Cl)cc1c2=O (configuration not stated),12%,-8%
CC(C)NC(=O)Nc1ccc2c(c1)C(=O)N([C@H](C)CO)C[C@H](C)[C@@H](CN(C)Cc1ccc3c(c1)OCO3)OCCCC[C@@H](C)O2,-2%,4%
Cc1cc(OCC(=O)OCC(=O)N2CCCc3ccccc32)ccc1Cl,i,3%
O=C(N/C=C/n1cnc2cc(C(F)(F)F)ccc21)c1ccc(F)cc1,-5%,-9%
Cc1ccc(S(=O)(=O)N2CCCC2CNC(=O)C(=O)NCc2ccc3c(c2)OCO3)cc1 (configuration not stated),-4%,13%
COc1ccc(C(=O)CC(C(=O)O)c2ccc(OC)c(OC)c2)cc1OC (configuration not stated),i,1%
C[C@H](CO)N1C[C@H](C)[C@@H](CN(C)C(=O)CN2CCOCC2)Oc2cc(Br)ccc2S1(=O)=O,-4%,1%
C[C@@H]1CN([C@@H](C)CO)S(=O)(=O)c2ccc(Br)cc2O[C@H]1CN(C)C(=O)Nc1ccc2c(c1)OCO2,i,-1%
COc1cccc(NC(=O)CN2CCC(NC(=O)c3ccccc3C)CC2)c1,-3%,3%
COc1ccc(C(=O)Nc2ccc3c(c2)OCCO3)c(OC)c1,2%,-3%
O=C1CN(C(=O)CN2CCN(S(=O)(=O)c3ccccc3F)CC2)c2ccccc2N1,-3%,-6%
O=C(C[C@H]1C(=O)N(c2ccccc2)C[C@@H]1Cc1ccccc1)Nc1ccc(Br)cc1,3%,2%
C[C@H]1CN([C@@H](C)CO)C(=O)CCCn2nncc2CO[C@H]1CN(C)S(=O)(=O)c1ccc(C#N)cc1,i,-3%
Cc1ncc(C(O)c2ccccc2)n1Cc1ccccc1 (configuration not stated),0%,3%
CSCC[C@H]1COC[C@@H](Cc2ccccc2)N1c1ccccc1,6%,0%
Cc1ccc([C@H]2C[C@@H](O)[C@H](n3cc(C4CC4)nn3)CN2CC2CCCCC2)cc1,-11%,-3%
O=C(NCc1nnc(SCC(=O)N2CCOCC2)o1)c1ccccc1,3%,2%
O=C(Oc1ccccc1)N1CCCCC1,-11%,-1%
CC(=O)Oc1cccc(C2=CC(=O)CC(C)(C)C2=O)c1,0%,-3%
COCOCCn1cc(CN2CCS(=O)(=O)N(Cc3ccc(-c4ccc(C)cc4)cc3)C(C(C)C)C2=O)nn1 (configuration not stated),-1%,-1%
CC(C)c1ccc(C(=O)OCC(=O)Nc2cccc(S(=O)(=O)NC3=NCCC3)c2)cc1,-10%,-1%

# Given with two lines to a compound: part of the list above.
# Sequence of screens – PGK inhibitor, GLS inhibitor
> Cc1ccccc1N1Cc2ccccc2C1=O
 : -1%, -3%
> CC(C)CC1NC(=O)c2cc3ccccc3cc2-n2c1nc1ccc(Cl)cc1c2=O (configuration not stated)
 : 12%, -8%
> CC(C)NC(=O)Nc1ccc2c(c1)C(=O)N([C@H](C)CO)C[C@H](C)[C@@H](CN(C)Cc1ccc3c(c1)OCO3)OCCCC[C@@H](C)O2
 : -2%, 4%
> Cc1cc(OCC(=O)OCC(=O)N2CCCc3ccccc32)ccc1Cl
 : i, 3%
> O=C(N/C=C/n1cnc2cc(C(F)(F)F)ccc21)c1ccc(F)cc1
 : -5%, -9%
> Cc1ccc(S(=O)(=O)N2CCCC2CNC(=O)C(=O)NCc2ccc3c(c2)OCO3)cc1 (configuration not stated)
 : -4%, 13%
> COc1ccc(C(=O)CC(C(=O)O)c2ccc(OC)c(OC)c2)cc1OC (configuration not stated)
 : i, 1%
> C[C@H](CO)N1C[C@H](C)[C@@H](CN(C)C(=O)CN2CCOCC2)Oc2cc(Br)ccc2S1(=O)=O
 : -4%, 1%
> C[C@@H]1CN([C@@H](C)CO)S(=O)(=O)c2ccc(Br)cc2O[C@H]1CN(C)C(=O)Nc1ccc2c(c1)OCO2
 : i, -1%
> COc1cccc(NC(=O)CN2CCC(NC(=O)c3ccccc3C)CC2)c1
 : -3%, 3%
> COc1ccc(C(=O)Nc2ccc3c(c2)OCCO3)c(OC)c1
 : 2%, -3%
> O=C1CN(C(=O)CN2CCN(S(=O)(=O)c3ccccc3F)CC2)c2ccccc2N1
 : -3%, -6%
> O=C(C[C@H]1C(=O)N(c2ccccc2)C[C@@H]1Cc1ccccc1)Nc1ccc(Br)cc1
 : 3%, 2%
> C[C@H]1CN([C@@H](C)CO)C(=O)CCCn2nncc2CO[C@H]1CN(C)S(=O)(=O)c1ccc(C#N)cc1
 : i, -3%
> Cc1ncc(C(O)c2ccccc2)n1Cc1ccccc1 (configuration not stated)
 : 0%, 3%
> CSCC[C@H]1COC[C@@H](Cc2ccccc2)N1c1ccccc1
 : 6%, 0%
> Cc1ccc([C@H]2C[C@@H](O)[C@H](n3cc(C4CC4)nn3)CN2CC2CCCCC2)cc1
 : -11%, -3%
> O=C(NCc1nnc(SCC(=O)N2CCOCC2)o1)c1ccccc1
 : 3%, 2%
> O=C(Oc1ccccc1)N1CCCCC1
 : -11%, -1%

# An excerpt (hit frequency here may not be typical).
